Tau fibril ThT: qHTS for Inhibitors of Tau Fibril Formation, Thioflavin T Binding. Potency, µM (highest dose often 57.4 µM), for inactives: at the highest dose activity, negative = inhibition, hits mostly inhibitors. hit rate 2.1% among 270,000. Microtubule-associated protein tau (Homo sapiens), P10636. recombinant tau K18 P301L, heparin-induced fibrillization, ThT fluorescence; also: % is scaled to controls: 0 for no effect and ±100 for the full control effect; nearly all actives have a fitted effect of over 55% in size
Target sequence (P10636 561-689 P618L limits assumed): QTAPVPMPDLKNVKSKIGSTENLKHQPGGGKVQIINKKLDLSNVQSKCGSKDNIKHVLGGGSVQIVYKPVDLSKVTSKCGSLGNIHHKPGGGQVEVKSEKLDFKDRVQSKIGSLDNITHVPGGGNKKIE
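Aggregation was driven by heparin (20 uM final) acting on recombinant tau […] bearing P301L in 100 mM sodium acetate pH 7; fibrils were detected with Thioflavin T.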
GAA glycogen mod: qHTS Assay for Inhibitors and Activators of Human alpha-Glucosidase Cleavage of Glycogen; recombinant GAA, glycogen substrate, Amplex Red glucose oxidase fluorescence; Potency, µM (highest dose often 76.4 µM), without a hit: at the highest dose activity change, negative = inhibition, usual class: inhibitors; hit rate 0.38% among 300,000; AID 2100, 2009;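 also: 0% = full enzyme reaction and -100% = no-enzyme basal signal; the screen sought inhibitors and activators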
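Recombinant human enzyme (4 nM); glycogen substrate; 37 C, 40 min, pH 5.0. Readout: coupled glucose oxidase/Amplex Red fluorescence.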
GAA inhib: qHTS Assay for Inhibitors of Human alpha-Glucosidase as a Potential Chaperone Treatment of Pompe Disease | Lysosomal alpha-glucosidase (Homo sapiens), P10253 | purified human GAA, 4-MU-alpha-glucoside fluorescence | Potency, µM (titrated, usually from 76.9 µM), for the others: at the top dose activity change, negative = inhibition, usual class: inhibitors | hit rate 0.005% among 200,000 | AID 1466, 2008;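 also: plate controls were uninhibited enzyme wells for no effect and no-enzyme background for full effect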
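qHTS format, compound range up to 77 uM. Human lysosomal enzyme at 4 nM, 400 uM 4-MU glucoside substrate, pH 5.0, 20 min room temperature; fluorescence after alkaline stop gives activity normalized to controls.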
Tau fluor cs: Counterscreen qHTS for Inhibitors of Tau Fibril Formation, Fluorescence Polarization; Potency, µM (top dose mostly 57.7 µM), for the others: at the highest dose activity change, negative = decrease; AID 1463, 2008; hit rate 0.93% among 280,000; tau K18 P301L (four-repeat tau fragment) Alexa594 fluorescence, heparin fibrillization; also: % is scaled to controls: 0 for no effect and ±100 for the full control effect; nearly all actives have a fitted effect of over 55% in size
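Human K18 P301L tau (15 uM unlabeled plus 0.24 uM Alexa 594-labeled, final) in 100 mM sodium acetate pH 7 was mixed with compound and 20 uM heparin and incubated 6 hr at 37 C.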
Tau fibril FP: qHTS for Inhibitors of Tau Fibril Formation, Fluorescence Polarization; AID 1468, 2008; K18 P301L tau heparin fibrillization, Alexa594 FP, 6 h; Potency, µM (highest dose often 57.7 µM), for the others: top-dose activity, negative = inhibition, hits mostly inhibitors; Microtubule-associated protein tau (Homo sapiens), P10636; hit rate 0.39% among 280,000; also: % is scaled to controls: 0 for no effect and ±100 for the full control effect; nearly all actives have a fitted effect of over 55% in size
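K18 P301L tau (15 uM unlabeled/0.24 uM Alexa 594-labeled, final) + compound + heparin 20 uM final; 100 mM NaOAc pH 7; 6 hr 37 C; ThT 30 uM final added, 1 hr RT; FP ex 555/em 632 nm.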
aGal spleen mod: qHTS Assay for Inhibitors and Activators of Human alpha-Galactosidase From Spleen Homogenate; Alpha-galactosidase A (Homo sapiens), P06280; human spleen homogenate, 4MU-alpha-Gal fluorescence, 40 min; Potency, µM (doses to about 80 µM), without a hit: at the top dose activity change, negative = inhibition, actives largely listed as inhibitors; hit rate 0.008% among 240,000;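 also: 0% = enzyme with vehicle and -100% = no enzyme basal signal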
Target sequence (P06280 32-429 limits assumed): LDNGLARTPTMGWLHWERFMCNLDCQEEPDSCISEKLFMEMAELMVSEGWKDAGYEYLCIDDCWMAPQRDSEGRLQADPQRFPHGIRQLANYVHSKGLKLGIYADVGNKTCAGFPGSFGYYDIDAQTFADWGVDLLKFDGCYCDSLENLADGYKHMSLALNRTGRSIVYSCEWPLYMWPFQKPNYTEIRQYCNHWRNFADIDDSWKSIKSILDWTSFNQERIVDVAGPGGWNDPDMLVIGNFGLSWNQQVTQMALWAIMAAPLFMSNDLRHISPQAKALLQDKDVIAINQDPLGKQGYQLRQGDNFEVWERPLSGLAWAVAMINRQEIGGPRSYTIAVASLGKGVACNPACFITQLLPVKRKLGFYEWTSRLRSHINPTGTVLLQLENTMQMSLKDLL
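qHTS titration in buffer at pH 5.0. Alpha-galactosidase activity in spleen homogenate was measured via 4-methylumbelliferone release from 1 mM fluorogenic substrate after 40 min at 37C and a pH 10 stop. AC50 came from Hill fits of control-normalized data.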
aGlu spleen mod: qHTS Assay for Inhibitors and Activators of Human alpha-Glucosidase From Spleen Homogenate | Lysosomal alpha-glucosidase (Homo sapiens), P10253 | human spleen homogenate, 4-MU-alpha-glucoside fluorescence | Potency, µM (titrated, usually from 79.9 µM), inactives show at the highest dose activity change, negative = inhibition, usual class: inhibitors | hit rate 0.006% among 240,000;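 also: 0% = enzyme with vehicle and -100% = no enzyme basal signal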
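AC50 values come from Hill-equation fits of concentration-response data, normalized to no-enzyme and full-activity controls. Enzyme source: 1 ug human spleen homogenate; 1 mM fluorogenic 4-MU glucoside, pH 5.0 citrate buffer, 37 C, 40 min.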
HTT cytoprotect: qHTS Multiplex Assay to Identify Dual Action Probes in a Cell Model of Huntington: Cytoprotection (ATP). PC12 HTT-Q103 induced, cytoprotection, ATP luminescence, 40 h. Potency, µM (series often up to 56.4 µM), inactives show cytoprotection (ATP increase), actives largely listed as activators. AID 1471, 2008. hit rate 0.14% among 230,000;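 also: % of control where 0% means no effect; nearly all actives have a fitted effect of over 45% in size; toxic huntingtin expression switched on by the ecdysone agonist tebufenozide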
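Readout: ATPlite luminescence (ATP level). Model: stable PC12, inducible Htt exon1 Q103-GFP. Inducer: tebufenozide, 100 nM final. Compounds: dose series. No G418 in medium.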
Active calls of the source: *; ? = inconclusive; nt = no result given; & = joins results of further samples; [ ] = another dose, or the depositor's remark. Calls follow the shape of the dose curve; as a rule, active = well fitted curve in the direction sought with a large enough effect; inconclusive = small, poorly fitted or top-dose-only effect, or another doubt; inactive = no such curve, though single readings can be large; an effect the other way counts as inactive or inconclusive. Potency is read from the fitted curve at half-maximal effect. Not all compounds are listed, so the mix of outcomes need not match the whole.

SMILES | Tau fibril ThT | GAA glycogen mod | GAA inhib | Tau fluor cs | Tau fibril FP | aGal spleen mod | aGlu spleen mod | HTT cytoprotect
COC(=O)C(O)(c1ccc(N(C)C(=O)COc2ccccc2)cc1)C(F)(F)F (centres undefined) | 3% | 8% | 1% | 1% | -2% | -2% | -3% | 3%[1.9 µM]
Cn1c(O)c(C=Nc2ccc(N3CCOCC3)cc2)c(=O)n(C)c1=S | ? | 3% | 3% | -6% | 4% | 6% | 1% | -27%
COc1ccc(Br)cc1CN1CCN(C(=O)Cc2ccccc2)CC1 | -12% | 8% | -7% | -12% | -3% | 4% | -2% | -3%
COCCCn1c(N)c(C(=O)NCc2ccco2)c2nc3ccccc3nc21 | ? | -2% | nt | ? | -14% | ? | ? | -56%[inhibitor][10 µM]
CCCC/C(=N/O)c1c(C)[nH]c2ccccc12 | -7% | 17% | 5% | -21% | 6% | -15% | 3% | 1%[10 µM]
CCOP(=O)(OCC)C(NC(=O)c1ccccc1)C(Cl)(Cl)Cl (centres undefined) | -2% | 1% | 4% | -7% | -3% | -25% | 2% | nt
CC[C@@]1(O)C(=O)OCc2c1cc1n(c2=O)Cc2cc3c(NC(=O)CN)cccc3nc2-1 | ? | 4% | nt | -5% | -12% | ? | 8% | -27%&-54%[10 µM]
CC(C)N1CCN(Cc2cccc([N+](=O)[O-])c2)CC1 | -6% | 10% | -1% | -7% | -2% | 0% | 1% | -4%
CC(=O)Nc1nc(CCl)cs1 | -5% | 4% | -2% | 0% | 3% | 2% | 1% | 7%
C[C@]12Cc3cn4c(nc3C=C1CCC1C2CC[C@@]2(C)[C@H]1CC[C@@]2(O)C#N)nc1ccccc14 (some centres undefined) | -7% | nt | nt | -2% | -4% | -1% | -11% | nt
COc1cccc(-n2c(=S)[nH]c3ccccc3c2=O)c1 | 0% | 10% | 5% | 5% | 2% | -17% | 4% | 15%[10 µM]
CC(=O)OC1N=C(c2ccccc2)c2cc(C)ccc2NC1=O (centres undefined) | -8% | -10% | 2% | -2% | 3% | 2% | -2% | -1%
O=c1cccc2n1CC1CC2CN(CCO)C1 (centres undefined) | -3% | nt | nt | 1% | -2% | 2% | 1% | -2%[1.9 µM]
COc1cc(C=C2C(=O)NC(=O)NC2=O)ccc1O | ? | 0% | -2% | -20% | -3% | -1% | -2% | 1%[10 µM]
CCC(C)N1C(=O)/C(=C\c2cnc(N(C)C)nc2)C(=O)NC1=S (centres undefined) | ? | -11% | ? | -6% | -8% | 1% | 0% | -15%
O=c1[nH]c(=S)n(C2CC2)c(O)c1C=NCc1ccc(F)cc1 | nt | 12% | nt | -28% | -5% | -4% | -1% | -11%[10 µM]
Cc1ccc(-c2nc(CN3C(=O)CN=C(c4ccccc4)c4ccccc43)c(C)o2)cc1 | 1% | 14%[76.3 µM] | nt | -3% | 3% | nt | nt | nt
CCCc1nn(C)c2c1C(c1ccncc1)C(C#N)=C(N)O2 (centres undefined) | ? | -16% | -7% | -2% | -4% | 3% | 4% | 5%
CC(C)[C@@]1(NC(=O)[C@@H]2C[C@H]3c4cccc5[nH]cc(c45)C[C@@H]3N(C)C2)O[C@@]2(O)[C@H]3CCCN3C(=O)[C@H](Cc3ccccc3)N2C1=O | ? | nt | nt | 13µM*[quencher] | 0%&3% | 6%&4% | 1%&-3% | ?
CN(C(=O)c1ccco1)C1(c2ccccc2Cl)CCCCC1=O (centres undefined) | -1% | -3% | 3% | 6% | 1% | -1% | -14% | -1%[10 µM]
CN(C)C1(c2nnnn2-c2ccc(Cl)cc2)CCCCC1 | -16% | 11% | -2%[15.4 µM] | -5% | 0% | 0% | -1% | -5%[10 µM]
Cc1ccccc1-n1c(O)c(/C=C2/C(c3ccccc3)=Nc3ccccc32)c(=O)[nH]c1=O | 4% | 4% | -3% | 4% | 0% | -2% | -2% | -38%[1.9 µM]
COc1ccc(Cn2c(O)c(/C=N/NC(=O)c3ccccc3)c(=O)[nH]c2=O)cc1 | 13% | 9% | -2% | 6% | 9% | -1% | -7% | -9%[1.9 µM]
CNc1ccc2oc(C[C@@H]3OC4(CC[C@@H]3C)O[C@H]([C@@H](C)C(=O)c3ccc[nH]3)[C@H](C)C[C@H]4C)nc2c1C(=O)O (some centres undefined) | 32µM* | nt | nt | ? | ? | 13%&5% | -15%&-2% | -208%[inhibitor]
CCC1(CCc2ccncc2)C(=O)NC(=O)NC1=O | 4% | -2% | 1% | 5% | 8% | 8% | -10% | 4%
C[n+]1c(-c2ccccc2)cc(CCCCc2cc(-c3ccccc3)[n+](C)c(-c3ccccc3)c2)cc1-c1ccccc1 | -24% | 3% | 1% | 9% | 3% | -5% | -13% | 17%[10 µM]
O=C(O)CNCP(=O)(O)O | 3% | nt | nt | -3% | -4% | 1% | -2% | 7%[10 µM]
CCOC(=O)c1[nH]c(=O)c2ccccc2c1O | 12% | ? | 1% | 9% | 3% | 2% | -1% | -16%[10 µM]
CCOC(=O)c1ccc(NC(=O)c2sc3nc4c(cc3c2N)N2CCC4CC2)cc1 | -3% | 2%[76.3 µM] | nt | -23% | -10% | nt | nt | nt
CC[N+](C)(CC)CCCOC(=O)C(O)(c1ccccc1)C1CCCCC1 (centres undefined) | -4% | 6% | 6% | -2% | 3% | 4% | 3% | -3%[1.9 µM]
CC(=O)N1CN2CN(C(C)=O)CC(C(=O)c3ccccc3)(C2)C1 | -2% | 5% | -5% | 1% | -1% | -9% | -3% | -37%
CCCCn1c(O)c(C=NCc2ccc3c(c2)OCO3)c(=O)[nH]c1=O | ? | 1% | nt | -30% | -12% | 5% | -1% | -12%[10 µM]
Nc1ccc2c(c1)oc1ccccc12 | ? | 5% | 2% | -22% | 5% | 0% | -5% | -12%
COc1ccc(CCn2c(O)c(C=Nc3ccc(NC(C)=O)cc3)c(=O)[nH]c2=O)cc1OC | -12% | -12% | nt | -1% | -1% | -6% | -6% | -6%[10 µM]
COc1cc(C2SCC(=O)Nc3c2c(=O)[nH]n3C2CCCCCC2)cc(OC)c1OC (centres undefined) | 2% | 0% | 7% | 2% | -2% | 0% | -1% | -24%
O=C(Cn1c(=O)n(CC2CS2)c2ccccc21)N1CCCCC1 (centres undefined) | -13% | 5% | ? | -11% | -10% | -4% | 5% | 17%

Full records as entered above. Values in the order: Tau fibril ThT	GAA glycogen mod	GAA inhib	Tau fluor cs	Tau fibril FP	aGal spleen mod	aGlu spleen mod	HTT cytoprotect
`O=C(O)CNCP(=O)(O)O` reads 3%	nt	nt	-3%	-4%	1%	-2%	7%[10 µM]
`CCCCn1c(O)c(C=NCc2ccc3c(c2)OCO3)c(=O)[nH]c1=O` reads ?	1%	nt	-30%	-12%	5%	-1%	-12%[10 µM]
`COc1ccc(CCn2c(O)c(C=Nc3ccc(NC(C)=O)cc3)c(=O)[nH]c2=O)cc1OC` reads -12%	-12%	nt	-1%	-1%	-6%	-6%	-6%[10 µM]
`O=C(Cn1c(=O)n(CC2CS2)c2ccccc21)N1CCCCC1` (centres undefined) reads -13%	5%	?	-11%	-10%	-4%	5%	17%

(more compounds)
SMILES | Tau fibril ThT | GAA glycogen mod | GAA inhib | Tau fluor cs | Tau fibril FP | aGal spleen mod | aGlu spleen mod | HTT cytoprotect
CCCCCCC(=O)c1c(O)n(-c2ccccc2OC)c(=O)[nH]c1=O | ? | 2% | 4% | -12% | -4% | 8% | -3% | 5%[10 µM]
CC(=O)O[C@H]1[C@H]2[C@@H](OC(=O)Cc3ccccc3)[C@@H](C)C[C@]2(OC(C)=O)C(=O)/C(C)=C/[C@@H]2[C@H](CC[C@@]13CO3)C2(C)C | ? | nt | nt | -24% | -3% | 2% | -9% | nt
O=C1C2CCCN2C(c2cccnc2)N1c1ccc(Cl)c(Cl)c1 (centres undefined) | 5% | 4% | 5% | 0% | 4% | -1% | 2% | 12%
Cc1ccc(-c2nc3ccc(Cl)cn3c2Nc2ccccc2C)s1 | -12% | ? | nt | -19% | -9% | nt | nt | nt
O=[N+]([O-])[N-][n+]1cnn(Cc2ccc(Cl)cc2)c1 | 0% | -11% | 4% | 0% | 12% | -7% | -1% | -63%[inhibitor]
O=C(Oc1ccc([N+](=O)[O-])cc1)N1CCC(N2CCCCC2)CC1 | -21%&-17% | 9% | 1% | -9%&5% | -1%&2% | -2%&-3% | 4%&-4% | -54%[inhibitor]
COc1ccc(C2CN(C)CC2C(=O)c2ccc(F)cc2)cc1Cl (centres undefined) | -9% | 4% | -11% | -8% | 1% | -11% | nt | -63%[inhibitor]
CC1OC(C)OC(C)O1 (centres undefined) | -6% | nt | nt | -1% | -1% | 6% | 3% | 25%&-31%
COC(=O)C1=Nc2ccccc2/C1=C\c1c(O)n(C)c(=O)n(C)c1=O | ? | -2% | nt | -11% | -2% | 6% | 3% | -9%[10 µM]
CC1(C)CN=C(Nc2nc3ccccc3s2)S1 | 4% | 2% | 0% | -4% | 8% | ? | -6% | -28%
CNC(=O)Oc1ccc(N(C)C)cc1C(C)C | -10% | -1% | nt | -8% | -3% | -7% | 3% | -8%[10 µM]
O=c1[nH]c(=O)n(Cc2ccco2)c(O)c1C=NC1CC1 | ? | 9% | 0% | -13% | -11% | -2% | -4% | -29%[0.074 µM]
O=[N+]([O-])c1ccc(N2CCNCC2)c(Cl)c1 | -5% | 11% | -22% | -1% | -5% | -7% | -1% | nt
CCc1ccc(/C=C(/C#N)C(N)=S)cc1 | -15% | 2% | 8% | -14% | -5% | 3% | -14% | nt
C[N+]1(C)C2CCC1CC(OC(=O)c1c[nH]c3ccccc13)C2 (centres undefined) | ? | nt | nt | -1% | -4% | -5% | -8% | 12%

Assay outcomes from PubChem.
